D2 potentiator: D2 dopamine receptor (human) potentiation | 340,000 tested, 0.34% active | HEK293 T-REx D2, calcium flux, EC20 dopamine potentiation | P14416 | potentiation, % at 10 µM | AID 485347;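 active = potentiation over 3 SD above the plate norm, cut at about 30% in these data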; also: 0% is about no effect
Target sequence (P14416 whole entry, looked up): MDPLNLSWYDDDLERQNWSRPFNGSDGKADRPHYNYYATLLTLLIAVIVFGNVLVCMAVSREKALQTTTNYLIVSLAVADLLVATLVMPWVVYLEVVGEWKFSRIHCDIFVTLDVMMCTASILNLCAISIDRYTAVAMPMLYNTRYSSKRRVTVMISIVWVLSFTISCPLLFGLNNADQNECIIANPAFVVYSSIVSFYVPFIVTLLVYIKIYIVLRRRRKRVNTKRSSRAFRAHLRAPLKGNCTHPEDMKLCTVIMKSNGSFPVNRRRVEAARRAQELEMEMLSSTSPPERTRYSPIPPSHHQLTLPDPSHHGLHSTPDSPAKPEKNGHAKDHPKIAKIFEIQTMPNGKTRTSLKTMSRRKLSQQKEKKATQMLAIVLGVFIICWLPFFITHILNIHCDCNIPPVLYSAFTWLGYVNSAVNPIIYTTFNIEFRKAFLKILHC
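Using a no-wash calcium dye in inducible, force-coupled HEK293 Trex cells expressing D2, we tracked fluorescence each second for 180 s after compound, then for 180 s after EC20 dopamine to detect augmented signalling.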
D1 antag: human D1 dopamine receptor antagonism. HEK293 TREx D1 cells, calcium flux, dopamine EC80; hits give low values. P21728. activity change, negative = inhibition, % at 10 µM. AID 504652. 360,000 tested, 3.2% active; in the data active = activity change below about -30%; also: % is scaled to controls: 0 for no effect and ±100 for the full control effect
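Calcium flux readout: force-coupled, inducible Hek293 Trex D1 line, cells induced overnight at 30 C with tetracycline, dye-loaded 30–90 min at RT. Antagonism scored against EC80 dopamine challenge given 180 s after compound.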
TRHR ag: TRH receptor (human) agonism | P34981 | 360,000 tested, 0.18% active | TRHR cells, calcium flux fluo-8, FDSS agonist mode | activation, % at 2 µM; also: 0% is about no effect
Target sequence (P34981 whole entry, looked up): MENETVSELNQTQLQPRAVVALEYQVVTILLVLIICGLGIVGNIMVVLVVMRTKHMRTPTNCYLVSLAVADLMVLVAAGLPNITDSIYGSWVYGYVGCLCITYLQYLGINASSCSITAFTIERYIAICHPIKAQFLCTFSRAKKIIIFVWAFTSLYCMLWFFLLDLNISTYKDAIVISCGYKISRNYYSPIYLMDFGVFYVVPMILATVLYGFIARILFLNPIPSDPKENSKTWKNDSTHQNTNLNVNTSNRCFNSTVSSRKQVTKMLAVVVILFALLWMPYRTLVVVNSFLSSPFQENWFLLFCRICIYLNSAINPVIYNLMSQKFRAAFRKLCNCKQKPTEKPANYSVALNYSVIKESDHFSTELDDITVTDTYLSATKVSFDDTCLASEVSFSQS
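Steps: seed TRHR cells overnight; add fluo-8 no-wash Ca dye, RT 30 min–1.5 h; record 10 s baseline; pin-transfer compounds; monitor fluorescence 1 cycle/s for the agonist window. Calcium increases flag candidate agonists.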
RXFP1 antag: antagonists of human relaxin receptor RXFP1; Q9HBX9; HEK293-RXFP1, relaxin-stimulated cAMP HTRF, 30 min; hits give low values; activity change, negative = inhibition, % at 57.5 µM; 350,000 tested, 0.59% active;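 active = activity change of -60% or lower, but not beyond a set lower limit; inconclusive = change between -60% and -40%, or beyond the set limit; inactive = change above -40%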; also: % is scaled to controls: 0 for no effect and ±100 for the full control effect
D2 antag: D2 dopamine receptor (human) antagonism | HEK293 TREx D2 cells, calcium flux, dopamine EC80 | inhibition, % at 10 µM | 340,000 tested, 2% active; in the data active = inhibition above about 30%; also: 0% is about no effect
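Cells plated overnight at 30 C with tetracycline; no-wash calcium dye, 30–90 min RT; 10 s baseline; compound pinned; 180 s read; EC80 dopamine added; another 180 s read.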
D1 agonist: activates the human D1 dopamine receptor | 360,000 tested, 1% active | P21728 | activation, % at 2 µM | HEK293 T-REx D1 cells, calcium flux, agonist mode; also: 0% is about no effect
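Agonism was scored from calcium flux recorded over 180 s (1 read/s) after pintool compound addition, following a 10-cycle baseline. Cells were inducible force-coupled HEK293 TREx D1, plated overnight at 30 C and loaded with no-wash calcium dye.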
D1 potentiator: potentiators of human D1 dopamine receptor. P21728. potentiation, % at 10 µM. HEK293 TREx D1 cells, calcium flux, dopamine EC20 potentiation. 360,000 tested, 0.036% active; in the data active = potentiation above about 30%; also: 0% is about no effect
D2 agonist: D2 dopamine receptor (human) agonism | HEK293 T-REx D2 cells, calcium flux agonist mode | P14416 | AID 485358 | 340,000 tested, 0.53% active | activation, % at 2 µM;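 active = activation over 3 SD above normal in the single-dose calcium agonist read, cut at about 30% in these data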; also: 0% is about no effect
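Calcium-flux readout, 1 cycle/sec over 180 s following compound pin transfer, in inducible HEK293 Trex D2 cells (force-coupled); dopamine controls included. Positive calcium responses during this window marked compounds as potential agonists.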
TRHR PAM: allosterically enhances the human TRH receptor; TRHR cells, fluo-8 calcium fluorescence, EC20 TRH enhancement; enhancement, % at 2 µM; 360,000 tested, 0.66% active; in the data active = enhancement above about 30%; also: 0% is about no effect
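TRHR-expressing cells loaded with fluo-8 calcium dye were read kinetically (ex 480/em 530) during compound addition, then stimulated with an EC20 of TRH (10 nM final). Enhancement of the Gq-mediated intracellular calcium response was scored.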
Active calls of the source: *; ? = inconclusive; . = not tested or not shown; & = joins results of further samples. Rule as the data show it, unless noted: active = activation above about 30%; inactive = the rest.

no.	Structure	D2 potentiator	D1 antag	TRHR ag	RXFP1 antag	D2 antag
1	CCC(C(=O)Nc1ncccn1)(C(F)(F)F)C(F)(F)F	.	-7.1	0.2	-12.4	.
2	Cc1cc(NC(=O)c2c(-c3c(F)cccc3Cl)noc2C)no1	-2.9	-3.1	0.2	-9.8	-7.4
3	CCCCCCOC(=O)c1ccc(OC(=O)c2cccnc2)cc1	2.8	-9.1	0.2	-13.3	-27.1
4	CCc1ccc(CCC(=O)Nc2ccc(C)c(C)c2)o1	.	-15.6	-1.4	-4.3	-4.2
5	Cc1ccc(Sc2c(C)nn(C(C)(C)C)c2OC(=O)C(C)(C)C)cc1	21.3	-3.7	1.2	.	.
6	CC1C(=O)N2CCCc3cc(NS(=O)(=O)c4ccc([N+](=O)[O-])cc4)cc1c32 (stereo not drawn)	-4.6	-8.2	0.6	4.5	-4.7
7	Cc1[nH]c(-c2ccc(F)cc2)cc1C(=O)N1CCN(c2cccc(Cl)c2)CC1	4.2	2.8	0.1	-6.9	-0.3
8	NC(=O)C1CCCCc2c1[nH]c1ccc(Cl)cc21 (stereo not drawn)	1.3	-8.9	1.6	6.4	-7.9
9	CC(=O)NC(Cc1cccc(C)c1)C(=O)NC1CCN(C(=O)NCc2ccccc2)CC1 (stereo not drawn)	-5.9	13.2	0.3	-4.9	5.4
10	C/C=C/CSc1nc2c(c(=O)[nH]c(=O)n2C)n1CCC	.	-1.2	1.4	1.6	.

no.	D1 agonist	D1 potentiator	D2 agonist	TRHR PAM
1	-1.5	2.7	.	-6.7
2	11.1	-1.4	-1.3	-0.8
3	2.9	4.3	1.3	-3.4
4	13.9	-2.8	1.0	-3.0
5	3.1	1.1	-0.7	-2.9
6	1.7	-8.0	0.9	-8.9
7	0.2	-2.3	-0.1	-2.9
8	4.0	-8.5	-0.1	-9.8
9	0.5	2.3	-0.4	-2.8
10	0.7	-3.5	.	5.1

no.	Structure	D2 potentiator	D1 antag	TRHR ag	RXFP1 antag	D2 antag
11	CC(=O)C1[C@H](N(C)C)CC2C3CC=C4CC(O)CC[C@]4(C)C3CC[C@@]21C (stereo partly drawn)	2.7	4.0	1.2	2.3	-10.1
12	COc1cc(/C=N/NC(=S)NCc2ccccc2)ccc1OCC#N	-5.9	-22.0	0.2	-0.2	6.2
13	CCN(CCCNC(=O)c1ccc(Sc2ccc(Cl)cc2)c(NC(C)=O)c1)c1cccc(C)c1	-1.2	38.5	-0.8	-29.0	.
14	O=C(c1ccc(Cl)cc1)N1CCN(c2cc(=O)[nH]nc2-c2ccccc2)CC1	-0.7	-8.6	0.3	-8.3	5.6
15	CN(Cc1ccccc1)c1ccc(C(CC(N)=O)NC(=O)c2ccc(Br)cc2)cc1[N+](=O)[O-] (stereo not drawn)	5.8	-8.7	-0.6	.	5.9
16	CCOC(=O)c1c(C)c(C(=O)Nc2ccc(F)cc2)c(C)n1C	-9.8	1.8	0.1	-5.8	-4.0
17	CCOC(=O)CCc1cccc2c1CCC2=O	-22.4	-1.5	-0.1	3.2	13.5
18	Cc1cccc(NC(=O)CCCN2C(=O)c3ccccc3C2=O)n1	2.2	-11.7	0.5	5.8	33.9*
19	N#C/C=C1\Sc2ccccc2C(=O)N1CC(=O)N1CCN(S(=O)(=O)c2ccccc2)CC1	-4.9	-2.9	1.9	0.4	-14.0
20	O=C1CC[C@H](OCc2ccccc2)CCN1[C@H](CSc1ccccc1)Cc1ccccc1	6.4	0.9	0.9	.	-8.8

no.	D1 agonist	D1 potentiator	D2 agonist	TRHR PAM
11	4.9	7.0	1.7	0.0
12	-0.2	-9.7	1.0	3.5
13	-2.9	3.1	0.4	4.2
14	2.0	-0.5	-0.5	0.1
15	2.2	7.5	-0.6	9.1
16	3.4	-6.0	-0.1	-0.1
17	2.6	13.2	0.7	-8.0
18	4.7	-9.8	1.7	-4.7
19	-0.4	-5.8	0.0	0.7
20	9.8	2.5	-0.3	-8.6

no.	Structure	D2 potentiator	D1 antag	TRHR ag	RXFP1 antag	D2 antag
21	COc1ccc(C2=NS(=O)(=O)N(C)C(C(=O)NCc3ccc4c(c3)OCO4)=C2)cc1OC	-9.1	1.4	-0.3	3.9	.
22	CC(C)CCNC(=O)NC(=O)COc1ncnc2sccc12	6.0	16.3	0.1	12.9	6.1
23	CCn1c(SCc2cccc(F)c2)nnc1-c1cccnc1	-7.9	-5.7	0.4	-3.8	-7.7
24	Cc1ccc(C2C(C#N)=C(N)N(c3cccnc3)C3=C2C(=O)CCC3)s1 (stereo not drawn)	-1.7	-4.1	1.1	-9.7	.
25	CCc1ccc(OCC(=O)Nc2cc3oc4ccccc4c3cc2OC)cc1	-2.6	-5.3	2.5	.	.
26	CCOC(=O)c1ccc(-c2cc(C)no2)[nH]1	-5.4	-3.5	-0.1	-0.7	-10.5
27	O=C(C1CCCO1)N1CCN(C(c2ccccc2)c2ccccc2)CC1 (stereo not drawn)	6.4	-1.9	0.1	-8.4	-10.1
28	CCN(CC)S(=O)(=O)c1ccc(C)c(NC(=O)COC(=O)c2ccc(C)c(S(=O)(=O)N3CCOCC3)c2)c1	-2.0	-3.0	0.1	-8.1	10.1
29	COc1ccc(NC(=O)c2cc(-c3ccccc3O)n[nH]2)cc1Cl	11.8	-5.7	0.8	-5.2	-16.0
30	O=C(Cc1ccc(Cl)cc1)c1c[nH]c(C(=O)NCc2cccnc2)c1	8.7	-28.6	0.1	-0.7	4.7

no.	D1 agonist	D1 potentiator	D2 agonist	TRHR PAM
21	6.2	3.2	.	-4.2
22	2.3	0.1	0.8	4.2
23	0.1	-2.2	0.2	-5.6
24	0.8	1.2	.	3.8
25	-0.3	-3.4	0.0	-1.5
26	7.4	-7.5	0.0	-4.1
27	0.5	6.0	-0.2	28.4
28	1.8	-4.3	1.2	-5.2
29	1.5	-3.7	0.1	5.6
30	3.7	-4.6	-1.0	-2.7

From no. 29 as far as 30, copied from above:
no.	Structure	D2 potentiator	D1 antag	TRHR ag	RXFP1 antag	D2 antag
29	COc1ccc(NC(=O)c2cc(-c3ccccc3O)n[nH]2)cc1Cl	11.8	-5.7	0.8	-5.2	-16.0
30	O=C(Cc1ccc(Cl)cc1)c1c[nH]c(C(=O)NCc2cccnc2)c1	8.7	-28.6	0.1	-0.7	4.7

no.	D1 agonist	D1 potentiator	D2 agonist	TRHR PAM
29	1.5	-3.7	0.1	5.6
30	3.7	-4.6	-1.0	-2.7

(cont.)
no.	Structure	D2 potentiator	D1 antag	TRHR ag	RXFP1 antag	D2 antag
31	COc1cccc(OCC(O)CN2CC(C)CC(C)C2)c1 (stereo not drawn)	1.1	9.8	-1.7	-7.2	-14.0
32	Cc1nc(NC(=O)c2cc(-n3cnnc3)ccc2Cl)ccc1Br	12.8	11.0	-0.4	-3.7	30.4*
33	CCC(=O)N1CCc2cc(S(=O)(=O)CCC(=O)N3CCN(c4ccc(Cl)cc4)CC3)ccc21	11.6	-2.0&-18.1	0.1&-1.0	-20.6	.
34	O=C(CCS(=O)(=O)c1cccc2nsnc12)N1CCN(Cc2ccc3c(c2)OCO3)CC1	-3.8	-3.4	-0.6	0.7	1.5
35	COc1ccccc1C(=O)N1CCN(C(=O)c2ccncc2)CC1	19.8	2.6	-0.1	-2.9	-2.9
36	Cc1cccc(N(C)c2cc(C)nc3ncnn23)c1	-2.0	-6.6	0.0	.	8.2
37	NS(=O)(=O)c1cccc(NC(=O)COC(=O)Cc2n[nH]c(=O)c3ccccc23)c1	1.9	6.9	0.0	7.4	12.6
38	O=C1NN=C(CSc2n[nH]c(=S)s2)CS1	1.2	24.4	-0.6	5.3	2.4
39	CCCNC(=S)N1CCN(CC)CC1	.	5.8	-0.1	17.5	.
40	COC(=O)c1ccc(CSc2nc(C)nc3c2c(=O)n(C)c(=O)n3C)o1	-1.6	-39.2*	-0.1	14.0	-15.0

no.	D1 agonist	D1 potentiator	D2 agonist	TRHR PAM
31	7.5	-3.8	0.5	7.6
32	-2.8	3.5	0.9	5.0
33	7.3&9.4	-1.4&-0.6	1.2	6.1&3.6
34	0.1	0.7	36.2*	0.2
35	4.7	-2.0	-2.3	-1.8
36	-0.5	-3.0	0.7	-2.9
37	3.1	.	0.5	3.7
38	1.1	-1.6	0.1	2.1
39	1.3	-7.7	.	6.0
40	2.2	-3.3	1.1	-0.2

no.	Structure	D2 potentiator	D1 antag	TRHR ag	RXFP1 antag	D2 antag
41	Cc1cc(N(C(=O)c2ccco2)C(C(=O)NC2CCCCC2)c2ccccc2)ccc1-n1cnnn1 (stereo not drawn)	2.6	6.2	-2.2	-26.9	-3.0
42	C=CCNC(=O)c1ccccc1NC(=O)C1COc2ccccc2O1 (stereo not drawn)	-13.4	3.9	0.5	-0.1	-8.0
43	CC(Oc1cccc(Cl)c1)C(=O)Nc1ccc(S(=O)(=O)N(C)C2CCN(C)CC2)cc1 (stereo not drawn)	-3.5	-61.6*	3.5	-1.2	0.9
44	NC(=O)CSc1nnc(-c2ccccc2Br)n1-c1cccc(C(F)(F)F)c1	-4.2	-3.1	0.0	0.6	0.4
45	COc1ccc(Nc2cc(C(=O)NCCCN(C)Cc3ccccc3)c3ccccc3n2)cc1OC	-12.9	-27.2	1.1	?	.
46	Cc1ccc(C)c(N2CCN(C(=O)C3CCC(CNS(=O)(=O)c4ccc(Br)s4)CC3)CC2)c1 (stereo not drawn)	0.7	-2.5	0.6	-4.7	.
47	Cn1cnnc1SCc1nc(N)nc(Nc2ccccc2)n1	19.2	20.9	0.3	10.7	6.2
48	CCC(Cc1ccccc1)NC(=O)C1CCN(c2nn3c(=O)cc(C)nc3s2)CC1 (stereo not drawn)	-8.7	1.0	-0.5	-9.2	13.1

no.	D1 agonist	D1 potentiator	D2 agonist	TRHR PAM
41	3.0	-6.8	-0.8	0.2
42	0.1	0.5	0.6	10.4
43	93.8*	-8.5	2.3	0.0
44	0.8	3.3	4.6	0.6
45	5.9	-2.3	-1.1	-6.1
46	1.7	-3.8	.	1.4
47	1.6	-0.4	0.0	3.1
48	-1.5	1.8	0.4	-2.8
